Screens as filed in PubChem.
L3MBTL1 block – inhibitors of human L3MBTL1; Potency, µM (top dose mostly 57.1 µM), for inactives: at the highest dose activity, negative = inhibition, usual class: inhibitors; AlphaScreen L3MBTL1–H3K9me1 peptide binding; actives 0.66% (n = 230,000); further: nearly all actives have a fitted effect of over 60% in size
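Read-out is AlphaScreen signal from streptavidin donor and nickel chelate acceptor beads (10 ug/mL final each) bridging L3MBTL1 (50 nM) and biotinylated K9-monomethylated H3(1-15) peptide (75 nM), after 30 min compound exposure at room temperature.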
Tau fibril FP – tau fibrillization inhibition (FP). K18 P301L tau heparin fibrillization, Alexa594 FP, 6 h. P10636. actives 0.39% (n = 280,000). Potency, µM (series often up to 57.7 µM), without a hit: at the top dose activity, negative = inhibition, most hits filed as inhibitors; further: nearly all actives have a fitted effect of over 55% in size
Target sequence (P10636 561-689 P618L limits assumed): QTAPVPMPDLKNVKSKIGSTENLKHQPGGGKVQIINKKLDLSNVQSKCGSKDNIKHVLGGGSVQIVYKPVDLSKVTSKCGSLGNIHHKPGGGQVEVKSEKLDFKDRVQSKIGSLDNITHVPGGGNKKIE
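Steps: dispense K18 P301L tau (15 uM plus 0.24 uM Alexa 594 tracer, final) in pH 7 sodium acetate; add compound; add heparin (20 uM final); incubate 6 hr, 37 C; add ThT (30 uM final); after 1 hr ambient, read FP.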
TR SRC2 fluor cs – counter-screen for TRb-SRC2 inhibitors: fluorescence interference. TRb/SRC2 Texas Red total fluorescence interference. Potency, µM (doses to about 106 µM), for the others: top-dose fluorescence change, negative = quenching. actives 0.29% (n = 280,000); active means well fitted curve in either direction with a large enough effect; inconclusive means small, poorly fitted or top-dose-only effect
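Flags fluorescent or light-absorbing compounds by total fluorescence, S + 2P, at 555 nm excitation and 632 nm emission. Mixture: 20 nM Texas Red SRC2 peptide, 0.6 uM human TRb LBD, 1 uM T3, 5% DMSO; compound exposure 5 h at ambient temperature.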
ALDH1A1 block – blocks purified human ALDH1A1 activity | P00352 | Purified ALDH1A1, NADH fluorescence, propionaldehyde substrate | Potency, µM (doses to about 75.3 µM), inactives show at the top dose activity, negative = inhibition, most hits filed as inhibitors | actives 7.3% (n = 220,000); active means well fitted inhibition curve with a large enough effect, not every such curve was filed as active; inconclusive means small, poorly fitted or top-dose-only effect, or another doubt; inactive means no such curve, though single readings can be large or run the other way;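 further: plate controls were no enzyme wells and a reference inhibitor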
GLA spleen mod – inhibitors or activators of human alpha-galactosidase in spleen homogenate; human spleen homogenate, 4MU-alpha-Gal fluorescence, 40 min; actives 0.008% (n = 240,000); P06280; Potency, µM (highest dose often 80 µM), for inactives: at the top dose activity change, negative = inhibition, hits mostly inhibitors;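 further: 0% = enzyme with vehicle and -100% = no enzyme basal signal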
Target sequence (P06280 32-429 limits assumed): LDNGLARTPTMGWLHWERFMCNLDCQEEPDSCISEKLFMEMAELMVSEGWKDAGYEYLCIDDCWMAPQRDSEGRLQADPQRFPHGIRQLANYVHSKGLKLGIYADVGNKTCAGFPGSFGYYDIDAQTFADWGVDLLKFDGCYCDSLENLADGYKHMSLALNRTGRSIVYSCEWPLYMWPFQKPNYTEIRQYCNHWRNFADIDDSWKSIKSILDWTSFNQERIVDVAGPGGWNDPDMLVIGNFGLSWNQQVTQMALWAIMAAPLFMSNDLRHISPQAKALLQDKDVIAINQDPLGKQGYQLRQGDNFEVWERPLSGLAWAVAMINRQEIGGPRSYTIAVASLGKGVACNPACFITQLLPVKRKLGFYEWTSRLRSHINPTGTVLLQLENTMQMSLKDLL
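Human spleen homogenate (1 ug) as enzyme source, 4-methylumbelliferyl-alpha-D-galactopyranoside 1 mM final, citrate/phosphate pH 5.0 with 0.01% Tween-20. Compounds 40 min at 37C, NaOH/glycine stop; fluorescence Ex 365/Em 440, Hill-fit AC50.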
TRb-SRC2 inh – inhibitors of human thyroid hormone receptor beta-SRC2 interaction; P10828; TRbeta-SRC2 peptide binding, fluorescence polarization; receptor liganded with 1 µM T3; Potency, µM (top dose mostly 106 µM), inactives show at the top dose activity change, negative = inhibition, hits mostly inhibitors; actives 0.065% (n = 280,000); AID 1469;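 further: plate controls were bound peptide for no effect and peptide without receptor for full effect; nearly all actives have a fitted effect of over 50% in size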
Target sequence (P10828 whole entry, looked up): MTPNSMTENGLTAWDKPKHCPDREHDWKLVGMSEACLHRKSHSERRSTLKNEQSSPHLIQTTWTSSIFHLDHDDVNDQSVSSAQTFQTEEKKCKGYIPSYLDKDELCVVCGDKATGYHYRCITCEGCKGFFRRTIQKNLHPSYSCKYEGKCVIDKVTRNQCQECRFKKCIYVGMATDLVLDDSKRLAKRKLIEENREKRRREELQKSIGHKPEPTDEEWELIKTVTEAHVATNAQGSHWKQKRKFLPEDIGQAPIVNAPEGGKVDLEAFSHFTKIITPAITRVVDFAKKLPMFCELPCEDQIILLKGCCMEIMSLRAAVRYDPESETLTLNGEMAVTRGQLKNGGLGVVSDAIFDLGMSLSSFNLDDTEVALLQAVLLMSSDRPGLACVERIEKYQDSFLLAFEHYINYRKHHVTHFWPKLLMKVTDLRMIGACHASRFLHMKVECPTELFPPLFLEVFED
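Compounds were added to 0.6 uM TRb ligand-binding domain and 20 nM Texas Red-labeled SRC2 peptide in Tris buffer containing 1 uM T3, incubated 5 hr at ambient temperature, then read by fluorescence polarization.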
Tau fibril ThT – tau fibrillization inhibition (ThT binding); P10636; recombinant tau K18 P301L, heparin-induced fibrillization, ThT fluorescence; Potency, µM (highest dose often 57.4 µM), inactives show at the highest dose activity, negative = inhibition, most hits filed as inhibitors; actives 2.1% (n = 270,000); further: nearly all actives have a fitted effect of over 55% in size
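Using a mix of unlabeled (15 uM) and Alexa 594-labeled (0.24 uM) tau K18 P301L, heparin-triggered fibrillization over 6 hr at 37 C was scored by ThT fluorescence.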
Tau fluor counter – counter-screen for tau fibril formation inhibitors | tau K18 P301L Alexa594 fluorescence, heparin fibrillization | Potency, µM (highest dose often 57.7 µM), for inactives: at the highest dose activity change, negative = decrease | actives 0.93% (n = 280,000); further: nearly all actives have a fitted effect of over 55% in size
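Human tau K18 P301L (15 uM unlabeled, 0.24 uM Alexa 594-labeled) in 100 mM sodium acetate pH 7 with 20 uM heparin, 6 hr at 37 C. ThT 30 uM added, 1 hr ambient; Alexa 594 FP and total fluorescence read at 555/632 nm.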
* marks the source's active call; other numbers are inactive results; & = joins results of further samples; [ ] = dose if it differs, or a comment. Unless noted, the call rests on the fitted dose curve; in most records, active means well fitted curve in the direction sought with a large enough effect; inconclusive means small, poorly fitted or top-dose-only effect, or another doubt; inactive means no such curve, though single readings can be large; an effect the other way counts as inactive or inconclusive. Unless noted, on the % scale 0 is the no-effect control and ±100 the full control effect; potency means the concentration at half of the fitted maximal effect.

Screening COc1ccc(CN2CCn3ncc(C(=O)Nc4cc(C)cc(C)c4)c3C2=O)cc1 returned L3MBTL1 block 0%, Tau fibril FP -8%, TR SRC2 fluor cs -2%, ALDH1A1 block inconclusive, GLA spleen mod 5%, TRb-SRC2 inh 6%, Tau fibril ThT 1% and Tau fluor counter -2%.
C=CCn1c(Cc2csc(N)n2)nnc1SCC(=O)OCC was read as Tau fibril FP -3%, TR SRC2 fluor cs 0%, ALDH1A1 block 6%, GLA spleen mod 8%, TRb-SRC2 inh 0%, Tau fibril ThT -8% and Tau fluor counter -2%.
Cc1cc(S(=O)(=O)NCCc2csc(-c3cccc(F)c3)n2)ccc1F was read as Tau fibril FP -3%, TR SRC2 fluor cs -2%, TRb-SRC2 inh 5%, Tau fibril ThT inconclusive and Tau fluor counter inconclusive.
`Cc1nn(Cc2ccccc2)c(Cl)c1C(=O)NC(C)(C)C` gave L3MBTL1 block 7%, Tau fibril FP 5%, TR SRC2 fluor cs -1%, ALDH1A1 block 9%, GLA spleen mod -18%, TRb-SRC2 inh 5%, Tau fibril ThT 0% and Tau fluor counter 0%.
Screening CC(C)(C)n1nc2c(c1NC(=O)CCCc1ccccc1)CS(=O)C2 (stereo not given) returned Tau fibril FP -10%, TR SRC2 fluor cs -3%, ALDH1A1 block 3%, GLA spleen mod 2%, TRb-SRC2 inh -2%, Tau fibril ThT -16% and Tau fluor counter -9%.
`Cc1sc(NC(=O)c2cccc([N+](=O)[O-])c2)c(C(N)=O)c1-c1ccc(C(C)(C)C)cc1` gave L3MBTL1 block 3%, Tau fibril FP 2%, TR SRC2 fluor cs -6%, ALDH1A1 block 1%, GLA spleen mod -2%, TRb-SRC2 inh 7%, Tau fibril ThT -13% and Tau fluor counter -10%.
CCOCCOC(=O)C1=C(C)N(C)C(=O)NC1c1cc(Cl)c(O)c(OC)c1 (stereo not given) was read as L3MBTL1 block 1%, Tau fibril FP 3%, TR SRC2 fluor cs -4%, ALDH1A1 block 5%, GLA spleen mod -6%, TRb-SRC2 inh -1%, Tau fibril ThT -17% and Tau fluor counter -11%.
`CCC(C(=O)Nc1nc(C)cs1)c1ccccc1` (stereo not given) gave L3MBTL1 block 0%, Tau fibril FP -2%, TR SRC2 fluor cs 1%, ALDH1A1 block -1%, GLA spleen mod -1%, TRb-SRC2 inh -2%, Tau fibril ThT -6% and Tau fluor counter -8%.
`Cc1ccc(N(Cc2cc(=O)[nH]c3ccccc23)C(=O)C(C)C)cc1` gave L3MBTL1 block 0%, Tau fibril FP -7%, TR SRC2 fluor cs -1%, GLA spleen mod -7%, TRb-SRC2 inh 4%, Tau fibril ThT -14% and Tau fluor counter -13%.
For Nc1nonc1C(=O)NC(c1ccccc1)c1ccccc1 the results were Tau fibril FP -1%, TR SRC2 fluor cs -1%, ALDH1A1 block 14µM*, GLA spleen mod -6%, TRb-SRC2 inh 1%, Tau fibril ThT 1% and Tau fluor counter 2%.
Screening CCOc1ccc(CC2NCCc3cc(OCC)c(OCC)cc32)cc1OCC (stereo not given) returned L3MBTL1 block -9%, Tau fibril FP inconclusive, TR SRC2 fluor cs -3%, ALDH1A1 block -1%, GLA spleen mod -1%, TRb-SRC2 inh 4%, Tau fibril ThT inconclusive and Tau fluor counter -12%.
`CCn1c2ccccc2c2cc([N+](=O)[O-])ccc21` gave L3MBTL1 block 1%, Tau fibril FP -5%, TR SRC2 fluor cs -1%, ALDH1A1 block -11%, GLA spleen mod 3%, TRb-SRC2 inh -8%, Tau fibril ThT inconclusive and Tau fluor counter -21%.
For CC12CCC(C(=O)Nc3cc(F)ccc3F)(CC1=O)C2(C)C (stereo not given) the results were L3MBTL1 block -2%, Tau fibril FP 0%, TR SRC2 fluor cs 1%, ALDH1A1 block 3%, GLA spleen mod 8%, TRb-SRC2 inh -3%, Tau fibril ThT -1% and Tau fluor counter -1%.
Screening CCCc1cc(=O)n2[nH]c(Cc3ccccc3)nc2n1 returned L3MBTL1 block -1%, Tau fibril FP -4%, TR SRC2 fluor cs -2%, ALDH1A1 block 11%, GLA spleen mod 5%, TRb-SRC2 inh -8%, Tau fibril ThT -8% and Tau fluor counter -5%.
CCc1cc2c(-c3ccccc3)cc(=O)oc2c2c1OCN(Cc1ccc(F)cc1)C2 was read as Tau fibril FP 18%, TR SRC2 fluor cs inconclusive, TRb-SRC2 inh -6%, Tau fibril ThT inconclusive and Tau fluor counter inconclusive.
`CCNC(=O)COC(=O)/C=C/c1c(C)nn(Cc2cccc(OC)c2)c1Cl` gave Tau fibril FP -1%, TR SRC2 fluor cs 2%, ALDH1A1 block -14%, GLA spleen mod -3%, TRb-SRC2 inh -3%, Tau fibril ThT 13% and Tau fluor counter 7%.
Screening Cn1cnnc1Sc1ccc(/C=C(\CCC(=O)O)c2nc3ccccc3s2)cc1[N+](=O)[O-] returned L3MBTL1 block -8%, Tau fibril FP 4%, TR SRC2 fluor cs -3%, ALDH1A1 block 12µM*, GLA spleen mod 5%, TRb-SRC2 inh 6%, Tau fibril ThT 5% and Tau fluor counter 4%.
For O=C(c1ccc2c(c1)N(Cc1cccc(Cl)c1)C(=O)c1ccccc1S2)N1CCOCC1 the results were Tau fibril FP 11%, TR SRC2 fluor cs -1%, TRb-SRC2 inh -3%, Tau fibril ThT 8% and Tau fluor counter 1%.
O=[N+]([O-])c1ccc(N=Nc2c(Cl)cc(O)cc2Cl)cc1 was read as Tau fibril FP 32µM*, TR SRC2 fluor cs -9%, GLA spleen mod 0%, TRb-SRC2 inh 1% and Tau fluor counter 8.9µM*[quencher].
COc1cccc(NC(=O)C(Sc2nnc3ccccn23)c2ccccc2)c1 (stereo not given) was read as L3MBTL1 block 10%, Tau fibril FP 4%, TR SRC2 fluor cs 0%[53 µM], ALDH1A1 block -12%, GLA spleen mod -3%, TRb-SRC2 inh -3%[53 µM], Tau fibril ThT 7% and Tau fluor counter 0%.
For Cc1ccc(C(=O)O/N=C(/c2nonc2N)N(C)C)cc1 the results were L3MBTL1 block -1%, Tau fibril FP -1%, TR SRC2 fluor cs -4%, ALDH1A1 block -3%, GLA spleen mod -3%, TRb-SRC2 inh -1%, Tau fibril ThT -13% and Tau fluor counter -4%.
O=S(=O)(c1ccc(F)cc1)N1CCN(Cc2ccccn2)CC1 was read as L3MBTL1 block -8%, Tau fibril FP -2%, TR SRC2 fluor cs 0%[53 µM], ALDH1A1 block 3%, GLA spleen mod 2%, TRb-SRC2 inh 6%[53 µM], Tau fibril ThT -1% and Tau fluor counter 2%.
CCOC(=O)c1c(NC(=O)CCC(=O)NCc2ccco2)sc2c1CCCC2 was read as L3MBTL1 block -4%, Tau fibril FP 0%, TR SRC2 fluor cs -2%, ALDH1A1 block inconclusive, GLA spleen mod -8%, TRb-SRC2 inh -5%, Tau fibril ThT -12% and Tau fluor counter 2%.
CCOc1ccc(NC(=O)CN2CCN(CC(=O)Nc3ccc(OC)cc3)CC2)cc1 was read as L3MBTL1 block 13%, Tau fibril FP 5%&3%, TR SRC2 fluor cs 2%&0%, ALDH1A1 block inconclusive, GLA spleen mod 5%, TRb-SRC2 inh 0%&-7%, Tau fibril ThT 1%&-10% and Tau fluor counter -3%&-16%.
For CC(C)CCCC(C)C1CCC2C3CC(=O)[C@H]4CC(O)CC[C@]4(C)C3CC[C@@]12C (stereo not given in full) the results were Tau fibril FP -5%, TR SRC2 fluor cs -3%, ALDH1A1 block -11%, GLA spleen mod 7%, TRb-SRC2 inh -2%, Tau fibril ThT 2% and Tau fluor counter -4%.
CC(C)NC(=O)C(=O)NC1CCCCCC1 was read as Tau fibril FP -1%, TR SRC2 fluor cs 2%, ALDH1A1 block 4%, GLA spleen mod 7%, TRb-SRC2 inh 8%, Tau fibril ThT -5% and Tau fluor counter -8%.
For FC(F)(F)c1cnc(Oc2ccccc2-c2nnc(-c3ccc(Cl)cc3)o2)c(Cl)c1 the results were Tau fibril FP -4%, TR SRC2 fluor cs 0%, ALDH1A1 block inconclusive, GLA spleen mod 1%, TRb-SRC2 inh -7%, Tau fibril ThT -12% and Tau fluor counter -17%.
For S=C(c1ccc(N2CCOCC2)cc1)N1CCOCC1 the results were L3MBTL1 block -13%, Tau fibril FP -3%, TR SRC2 fluor cs 2%, ALDH1A1 block 2.2µM*, GLA spleen mod 2%, TRb-SRC2 inh -19%, Tau fibril ThT -6% and Tau fluor counter -10%.
Screening O=C(O)c1cccc(-c2nnn(Cc3ccccc3Cl)n2)c1 returned L3MBTL1 block -1%, Tau fibril FP 6%, TR SRC2 fluor cs 1%, ALDH1A1 block 8%, GLA spleen mod 8%, TRb-SRC2 inh -7%, Tau fibril ThT -1% and Tau fluor counter 2%.
Screening O=c1c2cccnc2[nH]c(=S)n1CCC1=CCCCC1 returned L3MBTL1 block -7%, Tau fibril FP 6%, TR SRC2 fluor cs -1%, ALDH1A1 block 5%, GLA spleen mod -5%, TRb-SRC2 inh -13%, Tau fibril ThT -8% and Tau fluor counter -4%.

3 records drawn at random from those above, as already listed:
Screening O=c1c2cccnc2[nH]c(=S)n1CCC1=CCCCC1 returned L3MBTL1 block -7%, Tau fibril FP 6%, TR SRC2 fluor cs -1%, ALDH1A1 block 5%, GLA spleen mod -5%, TRb-SRC2 inh -13%, Tau fibril ThT -8% and Tau fluor counter -4%.
For O=C(c1ccc2c(c1)N(Cc1cccc(Cl)c1)C(=O)c1ccccc1S2)N1CCOCC1 the results were Tau fibril FP 11%, TR SRC2 fluor cs -1%, TRb-SRC2 inh -3%, Tau fibril ThT 8% and Tau fluor counter 1%.
CCOc1ccc(NC(=O)CN2CCN(CC(=O)Nc3ccc(OC)cc3)CC2)cc1 was read as L3MBTL1 block 13%, Tau fibril FP 5%&3%, TR SRC2 fluor cs 2%&0%, ALDH1A1 block inconclusive, GLA spleen mod 5%, TRb-SRC2 inh 0%&-7%, Tau fibril ThT 1%&-10% and Tau fluor counter -3%&-16%.

An unsorted share of the library; 8.5% or so of the library scored in one or more.
